U2OS ROS induce = ROS inducers in U2OS cancer cells, primary screen, cell-based, H2DCF-DA fluorescence; ROS induction (% of piperlongumine), % at 10 µM; 2% of 46,000 active; AID 624156, 2012; U2OS ROS induction; in the data active = ROS induction above about 79%, passing the limit was not always enough;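 also: 0% = DMSO vehicle median and 100% = reference compound median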
* = called active by the depositor.

no.	compound	U2OS ROS induce
1	COc1ccc(CN(C)C[C@H]2Oc3ccc(NC(=O)c4ccncc4)cc3C(=O)N([C@H](C)CO)C[C@@H]2C)cc1	-9
2	C=CCN1C(=O)[C@]2(CCS(=O)(=O)c3ccccc3)N=C(c3ccc(OCCCO)cc3)O[C@@H]2c2ccccc21	-4
3	CC(C)NC(=O)Nc1ccc2c(c1)C(=O)N([C@H](C)CO)C[C@H](C)[C@@H](CN(C)C(=O)Nc1ccccc1)OCCCC[C@@H](C)O2	10
4	C[C@@H]1CN([C@H](C)CO)C(=O)c2cccc(NC(=O)c3nc4ccccc4s3)c2O[C@@H]1CN(C)S(C)(=O)=O	-6
5	CCc1nc2ccccc2n1CCC(=O)O	-7
6	C[C@@H]1CN([C@H](C)CO)C(=O)c2cccc(NC(=O)c3cnccn3)c2O[C@H]1CN(C)Cc1ccc(C(=O)Nc2ccccc2N)cc1	31
7	COC(=O)c1sc(=S)n(-c2ccc(Cl)cc2)c1C	0
8	O=C(CSc1nnc(-c2ccccc2)c(-c2ccccc2)n1)C1CC1	31
9	COC(=O)c1ccccc1NC(=O)C(C)N(c1ccc(Cl)cc1)S(C)(=O)=O (stereo not drawn)	20
10	C[C@H](CO)N1C[C@H](C)[C@H](CN(C)C(=O)Nc2ccccc2)Oc2c(NS(=O)(=O)c3cccs3)cccc2C1=O	9
11	O=S(=O)(/C=C/c1ccccc1)Nc1ccccc1	0
12	C[C@H]1CN([C@@H](C)CO)C(=O)c2cccc(NC(=O)C3CCOCC3)c2O[C@H]1CN(C)Cc1ccc(C(=O)O)cc1	1

Fetched by compound from above, 3 records:
no.	compound	U2OS ROS induce
4	C[C@@H]1CN([C@H](C)CO)C(=O)c2cccc(NC(=O)c3nc4ccccc4s3)c2O[C@@H]1CN(C)S(C)(=O)=O	-6
5	CCc1nc2ccccc2n1CCC(=O)O	-7
10	C[C@H](CO)N1C[C@H](C)[C@H](CN(C)C(=O)Nc2ccccc2)Oc2c(NS(=O)(=O)c3cccs3)cccc2C1=O	9

(further entries)
no.	compound	U2OS ROS induce
13	Cc1ccccc1OCC(=O)Nc1cccc(-c2nnc(-c3ccco3)o2)c1	20
14	Cc1ccccc1OCC(=O)Nc1cccc(-c2nc3ccccc3s2)c1	-4
15	Cc1noc(C)c1S(=O)(=O)Nc1ccc2c(c1)C(=O)N([C@@H](C)CO)C[C@@H](C)[C@H](CN(C)S(=O)(=O)c1ccc(Cl)cc1)O2	11
16	COc1cccc(OCC(=O)Nc2cccc(-c3nnc(-c4ccccc4)o3)c2)c1	50
17	CCSc1nnc(NC(=O)C2CC=CCC2C(=O)O)s1 (stereo not drawn)	-6
18	Cc1ccc(S(=O)(=O)Nc2ccc3c(c2)CC(=O)N([C@H](C)CO)C[C@@H](C)[C@H](CN(C)S(=O)(=O)c2cn(C)cn2)O3)cc1	5
19	COc1ccc(NC(=O)Nc2ccc3c(c2)C(=O)N([C@H](C)CO)C[C@@H](C)[C@H](CN(C)C)O3)cc1	-9
20	Cc1cc(=O)[nH]c(SCC(=O)c2ccc(F)cc2)n1	18
21	CC(C)(C)n1c(O)c(/C=C2/C=c3ccccc3=N2)c(=O)[nH]c1=O	-19
22	C[C@H](CO)N1C[C@H](C)[C@H](CN(C)Cc2ccncc2)Oc2c(NC(=O)Nc3ccc4c(c3)OCO4)cccc2C1=O	1
23	C=CCn1cnc2sc3c(c2c1=O)CCC(C)C3 (stereo not drawn)	14
24	CCN1C(=O)C=CC1=O	-9

Rewritten as labelled records: part of the list above.
21	CC(C)(C)n1c(O)c(/C=C2/C=c3ccccc3=N2)c(=O)[nH]c1=O
  U2OS ROS induce: -19

19	COc1ccc(NC(=O)Nc2ccc3c(c2)C(=O)N([C@H](C)CO)C[C@@H](C)[C@H](CN(C)C)O3)cc1
  U2OS ROS induce: -9

Additional records follow:
no.	compound	U2OS ROS induce
25	CC(C)NC(=O)N(C)C[C@H]1Oc2ccc(NC(=O)Nc3ccc(C(F)(F)F)cc3)cc2C(=O)N([C@@H](C)CO)C[C@H]1C	-15
26	O=C1C2CC=CCC2C(=O)N1c1ccc(Cl)cc1 (stereo not drawn)	-10
27	CCC1CCCN1Cn1cnc2c([nH]c3ccc(C)cc32)c1=O (stereo not drawn)	13
28	Cc1ccc(S(=O)(=O)N(CC(=O)N2CCCCCC2)c2ccc(C)c(Cl)c2)cc1	-10
29	Cc1ccc(S(=O)(=O)Nc2ccc3c(c2)CC(=O)N([C@@H](C)CO)C[C@@H](C)[C@@H](CN(C)C(=O)Nc2cccc4ccccc24)O3)cc1	2
30	Cc1c(NC(=O)COc2ccc(Br)cc2)cccc1-c1nc2cc(Cl)ccc2o1	10
31	Cc1nn(C)c(C)c1CNC(=O)c1ccc(N2CCOCC2)nc1	-3
32	CNC[C@@H]1Oc2ccc(NC(=O)C3CC3)cc2C(=O)N([C@H](C)CO)C[C@@H]1C	0
33	COc1ccc(OCC(=O)Nc2cccc(-c3cnc4ccccc4n3)c2)cc1	11
34	COc1ccc(CN(C)C[C@H]2Oc3ccc(NC(=O)Cc4ccccc4)cc3CC(=O)N([C@@H](C)CO)C[C@H]2C)cc1	14
35	CCN(C(=O)CSc1nc2nc(C)c(Cc3cc(C)ccc3C)c(C)n2n1)c1cccc(C)c1	53
36	Cc1ccc(C)c(S(=O)(=O)NC(Cc2c[nH]c3ccccc23)C(=O)O)c1 (stereo not drawn)	-7
37	Cc1cccc(NC(=O)CN2C(=O)CC(C)S(=O)(=O)c3ccccc32)c1 (stereo not drawn)	-11
38	CNC[C@@H]1Oc2ccc(NC(=O)c3ccncc3)cc2C(=O)N([C@H](C)CO)C[C@@H]1C	34
39	Cc1ccc(NC(=O)C2Cc3ccccc3CN2S(=O)(=O)c2ccc(C)cc2)cc1 (stereo not drawn)	10
40	Cc1noc(C)c1S(=O)(=O)N(C)C[C@H]1OCCCC[C@@H](C)Oc2ccc(NC(=O)NC3CCCCC3)cc2C(=O)N([C@H](C)CO)C[C@@H]1C	1
41	Cc1c(C(=O)NC2CCN(Cc3ccccc3)CC2)cnn1-c1ccc(F)cc1	-9
42	Cc1ccc(S(=O)(=O)N(C)C[C@H]2Oc3c(NC(=O)Nc4ccc(F)cc4)cccc3C(=O)N([C@H](C)CO)C[C@H]2C)cc1	30
43	C[C@H](CO)N1C[C@H](C)[C@H](CN(C)C(=O)Nc2cccc3ccccc23)Oc2ccc(NS(=O)(=O)c3ccc(Cl)cc3)cc2CC1=O	15
44	COc1c(C)cccc1C(=O)N1CCN(c2ccc([N+](=O)[O-])c(NCc3ccco3)c2)CC1	30
45	C[C@@H]1CN([C@H](C)CO)C(=O)c2cc(NC(=O)CCC(F)(F)F)ccc2O[C@@H]1CN(C)Cc1ccc(C(F)(F)F)cc1	-9
46	Cc1c(OC(=O)c2ccco2)ccc2c3c(c(=O)oc12)CCC3	5
47	Cc1ccnc(NS(=O)(=O)c2ccc(NC(=O)c3cncc(Br)c3)cc2)n1	-13
48	Cc1cccc(N(C)C(=O)c2ccc3c(=O)n4c(nc3c2)CCCCC4)c1	-1
49	CC(C)CN1CC(C(=O)O)CC1=O (stereo not drawn)	15
50	Cc1c(C(=O)Nc2ccccc2N2CCN(C)CC2)sc2nc3n(c(=O)c12)CCCCC3	-1
51	COc1c(CC=C(C)C)cc(C2CC(=O)c3c(O)cc(O)cc3O2)cc1CC=C(C)C (stereo not drawn)	8
52	Cc1ccccc1-c1nnc(SCC(=O)Nc2ccc(Br)cc2F)n1C	-12
53	C[C@H]1CN([C@@H](C)CO)C(=O)CCCn2cc(nn2)CO[C@H]1CN(C)C(=O)Nc1ccc(C(C)(C)C)cc1	13
54	Cc1ccc(S(=O)(=O)N(C)C[C@@H]2Oc3ccc(NC(=O)c4ccncc4)cc3CC(=O)N([C@H](C)CO)C[C@H]2C)cc1	6
55	C[C@@H]1CCCCO[C@H](CN(C)S(=O)(=O)c2ccc(Cl)cc2)[C@@H](C)CN([C@H](C)CO)C(=O)c2cc(NS(=O)(=O)c3cccs3)ccc2O1	45
56	COc1ccc(S(=O)(=O)N(C)C[C@H]2Oc3c(NS(=O)(=O)c4cccs4)cccc3C(=O)N([C@@H](C)CO)C[C@H]2C)cc1	18
57	CCOC(=O)c1noc(C)c1-c1csc(COc2cc(Cl)cc(Cl)c2)n1	-1
58	Cn1c(C(=O)N2COCC2(C)C)cc2c(=O)n3ccccc3nc21	7
59	CNC[C@H]1Oc2ccc(NC(=O)CCN3CCOCC3)cc2C(=O)N([C@H](C)CO)C[C@H]1C	2
60	C[C@@H]1CN([C@@H](C)CO)C(=O)c2cccc(NC(=O)c3nc4ccccc4s3)c2O[C@H]1CN(C)S(=O)(=O)c1ccccc1	1
61	COc1ccc2nc(SCC(=O)NC3CCCCCC3)[nH]c2c1	-30
62	Cc1ccc(S(=O)(=O)N(C)C[C@H]2Oc3ccc(NS(=O)(=O)c4cn(C)cn4)cc3CC(=O)N([C@@H](C)CO)C[C@H]2C)cc1	-3
63	Brc1ccc(/C=N/n2cnnc2SCc2ccccc2)cc1	2
64	Cc1cc(C(=O)Nc2cccc3c2O[C@H](CN(C)Cc2ccc(C(F)(F)F)cc2)[C@H](C)CN([C@@H](C)CO)C3=O)n(C)n1	-13
65	CCc1cc2c(=O)n(CC(=O)Nc3cc(OC)ccc3OC)cnc2s1	-10
66	O=c1c(Cc2ccc(Br)cc2)csc2ccccc12	15
67	CS(=O)(=O)N(CC(=O)NC1CCCCCC1)c1ccc(F)cc1	7
68	C[C@H]1CN([C@@H](C)CO)C(=O)c2cccc(NS(=O)(=O)c3cccs3)c2O[C@@H]1CN(C)CC1CCCCC1	-2
69	Cc1ccc2c(c1)c1c(n2C)C(C(N)=O)CCC1 (stereo not drawn)	-2
70	Cc1cc(C)c(C#N)c(SCc2ccccc2)n1	-7
71	COc1cccc(/C=C2\CC(C)C/C(=C\c3ccccc3OC)C2=O)c1 (stereo not drawn)	2
72	C[C@H]1CN([C@@H](C)CO)C(=O)Cc2cc(NC(=O)Nc3ccc(C(F)(F)F)cc3)ccc2O[C@@H]1CN(C)Cc1ccc(C(F)(F)F)cc1	-3
73	CCc1c(O)nc(SC2CC(=O)N(c3ccc(F)c(Cl)c3)C2=O)[nH]c1=O (stereo not drawn)	-6
74	CC(C)NC(=O)N(C)C[C@H]1Oc2ccc(NC(=O)Nc3ccc(C(F)(F)F)cc3)cc2C(=O)N([C@H](C)CO)C[C@H]1C	-6
75	C[C@H]1CN([C@@H](C)CO)C(=O)c2cccc(NC(=O)Nc3ccccc3)c2O[C@H]1CN(C)Cc1ccc(C(=O)O)cc1	-4
76	CSc1n[nH]c(=O)n1C1CCCCC1	-13
77	CCOC(=O)c1c(-c2ccc(Cl)cc2)csc1NC(=O)C1CCCCC1C(=O)O (stereo not drawn)	18
78	CC(=O)Nc1ccc(S(=O)(=O)CCO)cc1	7
79	CC(C)NC(=O)Nc1ccc2c(c1)C(=O)N([C@H](C)CO)C[C@@H](C)[C@@H](CN(C)Cc1ccc(-c3ccccc3)cc1)O2	4
80	CN(CC(=O)Nc1ccccc1C#N)S(=O)(=O)c1ccc2ccccc2c1	-3
81	Cc1noc(C)c1NC(=O)Nc1cccc2c1O[C@@H](CN(C)Cc1ccc(-c3ccccc3)cc1)[C@H](C)CN([C@H](C)CO)C2=O	30
82	COC(=O)c1ccccc1C(=O)c1ccccc1	7
83	O=C1OC(c2ccc(-c3ccccc3)cc2)=N/C1=C\c1ccco1	-5
84	C[C@H](CO)N1C[C@H](C)[C@H](CN(C)C)Oc2ccc(NC(=O)Nc3ccc4c(c3)OCO4)cc2CC1=O	-6

Further records follow:
no.	compound	U2OS ROS induce
85	CNC[C@H]1OCCCC[C@@H](C)Oc2ccc(NC(=O)Nc3ccc(F)cc3)cc2C(=O)N([C@H](C)CO)C[C@@H]1C	-2
86	Cc1noc(C)c1S(=O)(=O)N(C)C[C@@H]1OCCCC[C@@H](C)Oc2ccc(NC(=O)Cc3ccccc3)cc2C(=O)N([C@H](C)CO)C[C@@H]1C	13
87	C[C@H](CO)N1C[C@H](C)[C@@H](CN(C)C(=O)Nc2ccccc2)Oc2c(NC(=O)c3nc4ccccc4s3)cccc2C1=O	16
88	c1csc(-c2cc(N3CCCCC3)c3ccccc3n2)c1	19
89	C[C@H]1CN([C@@H](C)CO)C(=O)c2cccc(NS(=O)(=O)c3ccccc3)c2O[C@@H]1CN(C)Cc1ccc(C(F)(F)F)cc1	13
90	COC(Cn1c(SCC(=O)Nc2cc(Cl)cc(Cl)c2)nnc1-c1ccccc1)OC	-19
91	C[C@H](CO)N1C[C@H](C)[C@@H](CN(C)Cc2ccc(Cl)c(Cl)c2)Oc2c(NC(=O)c3ccc(-c4nccs4)cc3)cccc2C1=O	97*
92	CN(C)CCCC[C@@H]1NC(=O)[C@@H]2C[C@H](C(=O)O)[C@H](c3cccc(OCCO)c3)N2C1=O	8
93	C[C@@H]1CN([C@H](C)CO)C(=O)c2cccc(NS(=O)(=O)c3ccccc3)c2O[C@@H]1CN(C)Cc1ccccc1	-5
94	Cc1noc(C)c1NC(=O)Nc1ccc2c(c1)C(=O)N([C@H](C)CO)C[C@H](C)[C@@H](CN(C)S(=O)(=O)c1ccc(Cl)cc1)OCCCC[C@@H](C)O2	6
95	CCCc1c(C(=O)OCC)c(C(=O)OCC)c2c(-c3ccccc3)nc(N3CCOCC3)nn12	114*
96	COc1ccc(NC(=O)Nc2ccc3c(c2)CC(=O)N([C@@H](C)CO)C[C@H](C)[C@H](CN(C)Cc2ccccc2)O3)cc1	6
97	C[C@H]1CN([C@@H](C)CO)C(=O)CCCn2nncc2CO[C@@H]1CN(C)S(=O)(=O)c1ccc(F)cc1	20
98	O=C(O)c1cccc(CSc2nnc(-c3ccc(Cl)cc3)o2)c1	5
99	CSC(=Nc1c(C)cccc1C)N(C)C	-3

A run of entries taken from the entries so far, as a working copy:
no.	compound	U2OS ROS induce
85	CNC[C@H]1OCCCC[C@@H](C)Oc2ccc(NC(=O)Nc3ccc(F)cc3)cc2C(=O)N([C@H](C)CO)C[C@@H]1C	-2
86	Cc1noc(C)c1S(=O)(=O)N(C)C[C@@H]1OCCCC[C@@H](C)Oc2ccc(NC(=O)Cc3ccccc3)cc2C(=O)N([C@H](C)CO)C[C@@H]1C	13
87	C[C@H](CO)N1C[C@H](C)[C@@H](CN(C)C(=O)Nc2ccccc2)Oc2c(NC(=O)c3nc4ccccc4s3)cccc2C1=O	16

Only part of the results is shown, so the mix of outcomes need not match the whole.
